From PubChem
TRPV1 ag: HTS Assay for Compounds that Act as Agonists of the Vanilloid Receptor 1; Transient receptor potential cation channel subfamily V member 1 (Homo sapiens), Q8NER1; 320,000 compounds, 0.19% hits; activation, % at 8.33 µM; TRPV1-expressing cells, Fluo-8 calcium influx, agonist mode; in the data active = activation above about 80%; inconclusive = between about 30% and that limit; note: 0% is about no effect
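TRPV1-expressing cells were cultured overnight at 35.5C and loaded with Fluo-8 calcium dye for 40 to 90 min at room temperature. After a 10 s baseline, compound was added and calcium influx was read kinetically for 3 min (ex 480/em 520 nm).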
Tb PFK block: qHTS Assay to Find Inhibitors of T. brucei phosphofructokinase; ATP-dependent 6-phosphofructokinase (Trypanosoma brucei brucei), O15648; T. brucei PFK, ADP-Glo luminescence; Potency, µM (top dose mostly 57.5 µM), for the others: at the top dose activity, negative = inhibition, hits mostly inhibitors; 330,000 compounds, 0.17% hits; AID 485367, 2010;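 note: potency is the fitted concentration of half-maximal effect; 0% = uninhibited 1x PFK enzyme wells and -100% = no-enzyme wells; nearly all actives have a fitted effect of over 60% in size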
Target sequence (O15648 whole entry, looked up): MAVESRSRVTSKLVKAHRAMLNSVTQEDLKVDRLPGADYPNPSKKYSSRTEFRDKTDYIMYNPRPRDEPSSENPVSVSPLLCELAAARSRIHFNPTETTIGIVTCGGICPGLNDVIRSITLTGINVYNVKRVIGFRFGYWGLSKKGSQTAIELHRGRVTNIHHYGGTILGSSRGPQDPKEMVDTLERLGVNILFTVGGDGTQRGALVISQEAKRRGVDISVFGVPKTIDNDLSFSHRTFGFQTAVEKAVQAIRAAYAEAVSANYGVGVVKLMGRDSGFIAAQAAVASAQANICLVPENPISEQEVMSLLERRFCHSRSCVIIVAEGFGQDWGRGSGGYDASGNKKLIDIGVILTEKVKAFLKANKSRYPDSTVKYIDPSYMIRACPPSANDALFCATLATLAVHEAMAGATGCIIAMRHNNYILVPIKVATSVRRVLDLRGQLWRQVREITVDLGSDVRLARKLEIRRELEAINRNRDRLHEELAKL
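Activity is normalized to no-enzyme wells (full inhibition) and 1.25 nM enzyme wells (no inhibition). Reaction: 0.5 mM F6P, 0.1 mM ATP, 45 min RT, ADP-Glo luminescence; concentration-response curves fitted and classed by quality.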
BRCA1 expr up: qHTS Assay to Identify Small Molecule Activators of BRCA1 Expression. 380,000 compounds, 1.1% hits. Potency, µM (top dose mostly 46.1 µM), for the others: top-dose activation, actives largely listed as activators. AID 624202, 2012. MCF7-BRCA1-FFLuc reporter, luminescence, 48 h; response scale: scaled: vehicle 0%, 10 µM genistein 100%; note: potency is the fitted concentration of half-maximal effect; nearly all actives have a fitted effect of over 80% in size; some results filed as inactive show a strong effect at the top dose
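Activators of BRCA1 expression were detected as increased firefly luciferase luminescence in engineered MCF7 cells after 48 h compound incubation. Signals were scaled to genistein 10 microM as full activation.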
ELG1 genotoxic: qHTS screen for small molecules that induce genotoxicity in human embryonic kidney (HEK293T) cells expressing luciferase-tagged ELG1; HEK293T ELG1-luciferase reporter, luminescence, 16 h; Potency, µM (highest dose often 46 µM), without a hit: at the highest dose activity change, positive = activation, most hits filed as activators; 330,000 compounds, 1.3% hits; AID 504466, 2011; note: potency is the fitted concentration of half-maximal effect; % of control where 0% means no effect; nearly all actives have a fitted effect of over 60% in size
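Genotoxicity was scored as increased ELG1-luciferase reporter signal, measured by ONE-Glo luminescence (30 min, room temperature). Compound or vehicle exposure of the HEK293T reporter cells lasted 16 hr at 37°C.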
ELG1 repair inh: qHTS screen for small molecules that inhibit ELG1-dependent DNA repair in human embryonic kidney (HEK293T) cells expressing luciferase-tagged ELG1; 330,000 compounds, 2.3% hits; Potency, µM (highest dose often 46.1 µM), without a hit: top-dose activity change, negative = inhibition, hits mostly inhibitors; HEK293T ELG1-luciferase reporter, luminescence, 16 h; DNA damage induced by 5-fluorouridine; note: potency is the fitted concentration of half-maximal effect; % is set by controls: 0 for no effect and ±100 for the full control effect; nearly all actives have a fitted effect of over 55% in size
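Luminescence from the luciferase reporter, measured 30 min after ONE-Glo reagent at room temperature, was the read-out. Beforehand, 2,000 cells per well were exposed for 16 hr at 37 °C to 5-fluorouridine together with compound or vehicle.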
FLuc counter: qHTS profiling assay for firefly luciferase inhibitor/activator using purifed enzyme and Km concentrations of substrates (counterscreen for miR-21 project); AID 588342, 2011; Potency, µM (doses to about 57.5 µM), inactives show at the highest dose activity change, negative = inhibition, actives largely listed as inhibitors; purified FLuc, Km substrates, luminescence inhibition; 360,000 compounds, 6.9% hits; Luciferin 4-monooxygenase (Photinus pyralis), P08659;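 note: potency is the fitted concentration of half-maximal effect; plate controls were vehicle for no effect and reference inhibitor for full effect; nearly all actives have a fitted effect of over 55% in size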
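Purified P. pyralis luciferase, 10 nM final, with Km-level 10 uM D-luciferin and 10 uM ATP in 50 mM Tris acetate pH 7.5, 10 mM Mg acetate, 0.01% Tween-20, 0.05% BSA; 6-point qHTS titration about 60 µM downward; luminescence read.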
Rab9 promoter act: qHTS Assay for Rab9 Promoter Activators | Huh7 Rab9 promoter-luciferase reporter, luminescence, 24 h | Potency, µM (top dose mostly 9.22 µM), for the others: at the highest dose activation, negative = inhibition, actives largely listed as activators | 320,000 compounds, 2.8% hits | AID 485297, 2010; note: potency is the fitted concentration of half-maximal effect; % of control where 0% means no effect; nearly all actives have a fitted effect of over 60% in size
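Stable Rab9-luc Huh7, 1500 cells/well, 2 h settle; cmpd in DMSO, 24 h, 37 °C/5% CO2; luciferase reagent 10 min RT; luminescence.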
Gal4-VP16 FLuc: VP16 counterscreen qHTS for inhibitors of ROR gamma transcriptional activity | Drosophila S2 Gal4-VP16 UAS-luciferase, luminescence, 20 h | Potency, µM (top dose mostly 53.6 µM), for inactives: at the top dose activity, negative = inhibition, usual class: inhibitors | 310,000 compounds, 3.5% hits | AID 2546, 2010;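 note: Gal4-VP16 expression switched on by copper sulfate through the metallothionein promoter; potency is the fitted concentration of half-maximal effect; % is set by controls: 0 for no effect and ±100 for the full control effect; nearly all actives have a fitted effect of over 50% in size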
NPC1 prom act: qHTS Assay for NPC1 Promoter Activators; Huh7 NPC1 promoter luciferase reporter, 24 h; Potency, µM (series often up to 9.22 µM), for inactives: at the top dose activation, usual class: activators; 320,000 compounds, 2.4% hits; AID 485313, 2010;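 note: potency is the fitted concentration of half-maximal effect; % of control where 0% means no effect; nearly all actives have a fitted effect of over 60% in size; reporter is driven by a mutant NPC1 promoter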
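Cells: Huh7 expressing luciferase under the NPC1 promoter, 1500/well. Seeded 2 h, compound added, incubated 24 h at 37 °C. Luciferase reagent, 10 min ambient, then luminescence.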
p53 reactivation: qHTS assay for re-activators of p53 using a Luc reporter; Potency, µM (top dose mostly 92.2 µM), inactives show at the top dose activity change, positive = activation, actives largely listed as activators; 320,000 compounds, 0.063% hits; H1299 p53-A138V BP100-luciferase reporter, luminescence, 24 h; AID 504706, 2011; note: potency is the fitted concentration of half-maximal effect; % of control where 0% means no effect; nearly all actives have a fitted effect of over 45% in size
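H1299 (p53-null), stable ts p53-A138V + BP100-Luc; 1000 cells/well, Opti-MEM/10% FBS; cpd 4 pt, 1:5; 24 h, 37 deg C, 5% CO2; detection reagent 10 min RT; luminescence.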
RORgamma inh: qHTS for inhibitors of ROR gamma transcriptional activity | Nuclear receptor ROR-gamma (Mus musculus), P51450 | Drosophila S2 Gal4-RORgamma UAS-luciferase reporter, 20 h | Potency, µM (top dose mostly 53.6 µM), inactives show at the top dose activity change, negative = inhibition, most hits filed as inhibitors | 310,000 compounds, 5.4% hits | AID 2551, 2010; note: potency is the fitted concentration of half-maximal effect; % is set by controls: 0 for no effect and ±100 for the full control effect; nearly all actives have a fitted effect of over 60% in size
Target sequence (P51450 whole entry, looked up, the tested form may be a part): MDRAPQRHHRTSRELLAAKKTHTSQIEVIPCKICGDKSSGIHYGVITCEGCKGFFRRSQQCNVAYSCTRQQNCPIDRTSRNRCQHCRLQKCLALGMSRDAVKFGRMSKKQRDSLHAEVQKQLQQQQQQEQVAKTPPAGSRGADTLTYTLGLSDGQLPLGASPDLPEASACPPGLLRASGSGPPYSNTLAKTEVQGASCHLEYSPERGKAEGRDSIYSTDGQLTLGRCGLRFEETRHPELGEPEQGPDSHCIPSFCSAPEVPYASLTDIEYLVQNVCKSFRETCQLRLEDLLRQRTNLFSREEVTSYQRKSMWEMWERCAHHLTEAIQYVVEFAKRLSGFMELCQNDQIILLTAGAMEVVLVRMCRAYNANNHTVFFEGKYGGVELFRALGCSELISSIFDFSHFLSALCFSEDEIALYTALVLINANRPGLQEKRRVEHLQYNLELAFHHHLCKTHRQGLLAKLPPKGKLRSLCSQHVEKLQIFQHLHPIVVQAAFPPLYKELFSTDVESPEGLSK
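In this cell-based reporter format, copper sulfate (700 uM final) drives Gal4–ROR gamma fusion expression from a metallothionein promoter in Drosophila Schneider cells; compounds preincubated 1 hr, reporter read after 20 hr at ambient temperature.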
Active calls of the source: *; ? = inconclusive; . = no result given; [ ] = dose if it differs, or a comment. Unless noted, calls come from the whole dose curve; as a rule, active = well fitted curve in the direction sought with a large enough effect; inconclusive = small, poorly fitted or top-dose-only effect, or another doubt; inactive = no such curve, though single readings can be large; an effect the other way counts as inactive or inconclusive.

1	O=C(CNc1ccc(Br)cc1)Nc1ccc(S(=O)(=O)N2CCCC2)cc1
2	Cc1ccccc1N1C(=O)c2ccccc2C1Nc1cccnc1 (centres undefined)
3	COc1ccccc1CC(=O)N1CCCc2ccccc21
4	COc1ccccc1CNC(=O)CN(c1ccc(C)cc1)S(=O)(=O)c1c(C)n[nH]c1C
5	CN(C)c1ccc(N=Nc2cccc(F)c2)cc1
6	C=CCn1c(SCC(=O)Nc2ccc(NC(C)=O)cc2)nc2sc(C)c(C)c2c1=O
7	CC(C)(C)S(=O)(=O)c1nc2ccccc2s1
8	O=C(Nc1cccnc1Cl)c1cccc(F)c1

assay / compound	1	2	3	4	5	6	7	8
TRPV1 ag	6	0	1	6	0	24	0	2
Tb PFK block	?	0%	0%	5%	2%	2%	-3%	-3%
BRCA1 expr up	-25%	16%	-29%	-15%	1.6µM*	-20%	-48%	.
ELG1 genotoxic	-7%	0%	-4%	-2%	0.65µM*	6%	-3%	7%
ELG1 repair inh	-3%	-2%	?	-2%	?	?	16%	0%
FLuc counter	.	3%	6%	2%	0.24µM*	5%	-5%	2%
Rab9 promoter act	4%	-2%	-4%	2%	3.5µM*	-8%	-1%	-4%
Gal4-VP16 FLuc	.	5%	5%	2%	?	.	-2%	-11%
NPC1 prom act	0%	-1%	-9%	-4%	2µM*	-4%	-4%	1%
p53 reactivation	-8%	4%	-2%	-17%	?	4%	8%	6%
RORgamma inh	.	1%	0%	23%	?	.	-1%	43%

Complete entries as entered above. Screens in order: TRPV1 ag | Tb PFK block | BRCA1 expr up | ELG1 genotoxic | ELG1 repair inh | FLuc counter | Rab9 promoter act | Gal4-VP16 FLuc | NPC1 prom act | p53 reactivation | RORgamma inh
`CN(C)c1ccc(N=Nc2cccc(F)c2)cc1` is listed as 0 | 2% | 1.6µM* | 0.65µM* | ? | 0.24µM* | 3.5µM* | ? | 2µM* | ? | ?
`C=CCn1c(SCC(=O)Nc2ccc(NC(C)=O)cc2)nc2sc(C)c(C)c2c1=O` is listed as 24 | 2% | -20% | 6% | ? | 5% | -8% | . | -4% | 4% | .
`CC(C)(C)S(=O)(=O)c1nc2ccccc2s1` is listed as 0 | -3% | -48% | -3% | 16% | -5% | -1% | -2% | -4% | 8% | -1%

Remaining list, next part
9	O=C1CCC(=O)N1CNc1cccnc1
10	CCN(CC)S(=O)(=O)c1ccc(C)c(NC(=O)CSc2nnnn2C)c1
11	Fc1cnc(N2CCc3ccccc32)nc1N1CCc2ccccc21
12	COc1cc(/C=C/C(=O)O)cc(S(=O)(=O)N(C)CCO)c1OC
13	CCC(C(=O)NCc1ccco1)n1nc(-c2ccc(OC)cc2)ccc1=O (centres undefined)
14	Cc1ccc(NC(=O)C2CCN(S(=O)(=O)c3ccc4c(c3)OCCCO4)CC2)nc1
15	CCC(C)(C)NC(=O)C(c1ccncc1)N(Cc1ccc(C)cc1)C(=O)c1csnn1 (centres undefined)
16	COc1ccc(C(=O)Nc2sc(C)c(-c3ccccc3)c2C#N)cc1OC

assay / compound	9	10	11	12	13	14	15	16
TRPV1 ag	-1	.	-6	3	1	-2	4	11
Tb PFK block	-5%	0%	2%	-1%	-23%	-4%	-3%	2%
BRCA1 expr up	8%	-3%	-30%	3%	-10%	-34%	-8%	0%
ELG1 genotoxic	6%	0%	12%	3%	0%	-1%	6%	1%
ELG1 repair inh	1%	-2%	29%	-2%	-2%	-12%	7%	26µM*
FLuc counter	3%	.	-22%	15%	-1%	1%	0%	?
Rab9 promoter act	3%	.	?	-14%	3%	-7%	-4%	23%
Gal4-VP16 FLuc	-12%	.	-3%	0%	0%	.	-7%	-15%
NPC1 prom act	-1%	.	?	2%	-2%	-3%	-4%	7%
p53 reactivation	1%	-2%	10%	3%	0%	4%	1%	8%
RORgamma inh	-5%	.	-2%	-2%	14%	.	-17%	-17%

17	COc1cccc(OCc2cc(C(=O)N3CCN(C)C(c4ccccc4)C3)no2)c1 (centres undefined)
18	CCOc1ccc(C(=O)CC(Sc2ccc(C)cc2)C(=O)O)cc1 (centres undefined)
19	O=C1c2ccccc2NC(c2ccc(-c3cccc(F)c3)o2)N1O (centres undefined)
20	COc1ccc(S(=O)(=O)NCc2ccccc2)cc1Br
21	Cc1ccc(NS(=O)(=O)c2ccc(C(=O)NNC(=O)c3ccccc3O)cc2)cc1
22	C[C@H](CO)N1C[C@H](C)[C@@H](CN(C)C(=O)Nc2ccc3c(c2)OCO3)Oc2c(NC(=O)Nc3ccc(C(F)(F)F)cc3)cccc2C1=O
23	COc1ccc(C(=O)Nc2ccc3nc(N4CCOCC4)sc3c2)cc1OC
24	COc1cccc(OC)c1C(=O)NNC(=O)c1ccccc1-n1cccc1

assay / compound	17	18	19	20	21	22	23	24
TRPV1 ag	?	1	0	0	1	.	-3	-1
Tb PFK block	4%	10%	-6%	0%	0%	0%	0%	-1%
BRCA1 expr up	?	-41%	-6%	.	-88%[inhibitor]	-43%	-24%	3%
ELG1 genotoxic	7%	-12%	14%	-1%	-3%	-6%	4%	0%
ELG1 repair inh	?	-11%	?	-5%	?	10µM*	?	4%
FLuc counter	27µM*	?	?	-2%	4%	.	?	-1%
Rab9 promoter act	?	-5%	-5%	1%	-13%	.	0%	-4%
Gal4-VP16 FLuc	14%	?	.	-4%	.	.	.	-1%
NPC1 prom act	26%	-1%	10%	0%	-9%	.	2%	-3%
p53 reactivation	?	16%	?	11%	-4%	-4%	10%	0%
RORgamma inh	33%	4.5µM*	.	14%	.	.	.	25%

25	CC1(C)CC(=O)C2=C(C1)OC(N)=C(C#N)C21C(=O)N(Cc2ccccc2Cl)c2ccccc21 (centres undefined)
26	CCOC(=O)Cn1c(=O)c(-c2cc(Br)ccc2N)nc2ccccc21
27	COc1ccc(-c2csc(NC(=S)NC(=O)c3ccco3)n2)cc1Br
28	FC(F)(F)c1ccncc1-c1nnnn1-c1ccc(Cl)cc1
29	CCCCN1C(=O)N(c2ccc(Cl)cc2)C(C)(O)CC1(C)C (centres undefined)
30	COC(=O)/C(NC(C)=O)=C(\C)c1ccc(Cl)cc1
31	O=C1C(=O)N(Cc2cccs2)c2ccccc21
32	CN(CC(=O)Nc1ccccc1Sc1ccccc1)Cc1nc2ccccc2c(=O)[nH]1

assay / compound	25	26	27	28	29	30	31	32
TRPV1 ag	-2	10	4	1	20	-2	-1	-5
Tb PFK block	-3%	2%	0%	0%	1%	0%	-3%	-3%
BRCA1 expr up	-69%	-24%	-13%	-4%	-13%	-10%	-18%	-70%
ELG1 genotoxic	-3%	0%	7%	-7%	-4%	3%	-2%	-9%
ELG1 repair inh	-18%	-4%	0%	?	-22%	-4%	-11%	?
FLuc counter	12%	4%	2%	0%	0%	5%	-2%	-3%
Rab9 promoter act	-1%	1%	-2%	-4%	-7%	-6%	7%	2%
Gal4-VP16 FLuc	-2%	-5%	?	-8%	3%	-1%	-13%	3.5µM*
NPC1 prom act	-7%	-7%	4%	-2%	-4%	-7%	6%	-2%
p53 reactivation	6%	-3%	2%	6%	2%	-7%	-17%	-3%
RORgamma inh	1%	8%	7.9µM*	13%	10%	?	12%	0.45µM*

33	CCOc1cc(CNC2CCCC2)c(Cl)cc1OCC(=O)Nc1ccccc1
34	CC1(C)C(=O)OC(c2cc(Br)ccc2O)C(C)(C)C1=O (centres undefined)
35	Cn1nc(C(=O)NCC2COc3ccccc3O2)c2ccccc2c1=O (centres undefined)
36	CC(C)c1cc(Nc2cccc(O)c2)cc(C(C)C)c1O

assay / compound	33	34	35	36
TRPV1 ag	1	2	3	1
Tb PFK block	-2%	-4%	2%	18%
BRCA1 expr up	-6%	-25%	-11%	.
ELG1 genotoxic	-1%	-2%	0%	0%
ELG1 repair inh	0%	?	-8%	-8%
FLuc counter	0%	?	3%	-11%
Rab9 promoter act	-13%	-3%	-3%	7%
Gal4-VP16 FLuc	4%	-15%	.	1%
NPC1 prom act	5%	1%	-8%	-1%
p53 reactivation	-2%	?	-5%	0%
RORgamma inh	5%	16%	.	-14%
